# Assay outcomes (PubChem BioAssay)
# FN deposition inh – fibronectin deposition inhibition. AH1F fibroblasts, Alexa488-fibronectin deposition fluorescence, overnight. inhibition, % at 12.6 µM. hit rate 0.086% among 350,000;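 active means mean inhibition across replicates of 30% or more, regardless of how many single replicates reach that level; inconclusive means mean under 30% yet at least half of replicates reach 30%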;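 further: positive control wells lacked labelled fibronectin entirely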
#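 material = AH1F fibroblast monolayer depositing Alexa488-labelled fibronectin into matrix | amount = 10000 AH1F cells/well | buffer or medium = DMEM plus 2% serum, read in PBS | incubation = 1 h cell adhesion before compound, then overnight fibronectin incubation | detection = fluorescence at 485 nm excitation, 525 nm emission | evaluation = percent inhibition as loss of matrix-bound fibronectin fluorescence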
# miR122 inh – blocks miR-122 activity in Huh7 sensor cells; Huh7 miR-122 Renilla luciferase sensor, 48 h; neutral wells = 0, positive control = 100; hit rate 0.3% among 340,000; activation (reporter increase), % at 12.5 µM; AID 602342;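 active means mean replicate activation score at least 90 and every replicate individually at or above 90; inconclusive means only one of the two criteria met; inactive means neither criterion met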;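 further: higher luciferase means less miR-122 activity so hits act as miR-122 inhibitors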
# CFTR F508del cor – CFTR F508del correction in bronchial cells | activity (quench increase), % at 7.58 µM | CFBE cells, YFP halide quenching; stimulated with forskolin plus potentiator P3; % fluorescence drop versus neutral controls | hit rate 0.36% among 350,000;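 active means mean added fluorescence quench of at least 8% versus neutral control, with both replicates also reaching 8%; inconclusive means only one of the mean or replicate conditions met; inactive means mean below 8% and not both replicates reaching 8%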;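 further: cells transiently co-express mutant CFTR-F508del with the halide-sensitive YFP; corrector assay measuring rescue of mutant channel to the surface after 24 h compound exposure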
# GSIS activator – GLuc luminescence reporter in INS-1E cells, primary screen for activators of glucose-dependent secretion of insulin; INS-1E GLuc reporter insulin secretion, 2-3 h; activation, % at 16.6 µM; hit rate 0.61% among 370,000; AID 743287;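 active means lowest replicate activation of at least 40%, so every replicate reaches that level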;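 further: 0% = median of neutral control wells and 100% = median of IBMX positive control wells; some compounds called inactive have numbers as strong as hits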
# EWS-Fli block – EWS/Fli transcriptional activity inhibition. A673 NR0B1-luciferase reporter, viability-normalised. inhibition, % at 12.6 µM. hit rate 0.67% among 350,000;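 active means mean inhibition of at least 50% after viability correction, with every replicate also passing that limit; inconclusive means mean reaches 50% but only one of two replicates passes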;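 further: firefly luciferase signal divided by Alamar Blue viability fluorescence both relative to DMSO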
# DENV2 CPE rescue – protects cells from dengue virus 2 cytopathic effect | DENV2-infected cells, cytopathic effect rescue, plate reader | CPE inhibition, % at 9.99 µM | hit rate 1.7% among 350,000; in the data active means CPE inhibition above about 20%, passing the limit was not always enough; inconclusive means no clear call, values can overlap the other calls; tested in BHK-21 cells;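 further: 0% = median of neutral control wells and 100% = median of positive control wells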
# PAX8 inh HTS – inhibitors of PAX8 transcriptional activity in RMG-I cells. inhibition, % at 12.6 µM. RMG-I TPO-luciferase reporter, SteadyGlo, 24 h. hit rate 1.2% among 360,000;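 active means mean replicate inhibition at least 60% with every replicate also reaching 60%; inconclusive means only one of the two criteria is met; inactive means mean below 60% and not all replicates reaching 60%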;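 further: luciferase light reporting Pax8 driven TPO promoter activity; plate controls were median of neutral control wells for no effect and mitoxantrone controls for full effect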
# Active calls of the source: *; ? = inconclusive; nt = no result given; [ ] = another dose, or the depositor's remark.
SMILES,FN deposition inh,miR122 inh,CFTR F508del cor,GSIS activator,EWS-Fli block,DENV2 CPE rescue,PAX8 inh HTS
C[C@@H]1CN([C@@H](C)CO)C(=O)c2cc(NS(=O)(=O)c3ccc(Cl)cc3)ccc2O[C@H]1CN(C)C(=O)Nc1cccc2ccccc12,nt,-1.8[16.7 µM],-6.1,6.7,1.0,-5.1,17.3
CN1CCN(Cc2nc3c(c(=O)[nH]c(=O)n3C)n2CCc2ccccc2)CC1,-1.9,0.0,-4.4,nt,-8.4,-12.8,-1.2
CS(=O)(=O)Oc1ccc2c(c1)O/C(=C\c1cccc([N+](=O)[O-])c1)C2=O,-3.4,1.7,-2.1,-1.4,3.6,0.1,-22.4
Cc1ccc2c(c1)N(C(=O)CCC(=O)N1CCN(c3ccccn3)CC1)CC(C)O2 (centres undefined),-2.4,-2.9,2.1,nt,3.4,-7.7,-4.3
COc1ccccc1CNC(=O)CCCc1nnc2n(C)c(=O)c3sccc3n12,-2.0,-7.1,1.4,7.8,-5.6,1.0,-12.6
C[C@H](CO)N1C[C@H](C)[C@H](CN(C)CC2CCCCC2)Oc2ccc(NS(=O)(=O)c3cccs3)cc2CC1=O,3.6,-0.4[16.7 µM],-2.2,-2.9,-8.7,1.5,-6.7
C[C@@H]1CN([C@@H](C)CO)C(=O)c2cc(C#C[C@@H](C)O)cnc2O[C@H]1CN(C)Cc1ccc(-c2ccccc2)cc1,8.4,-8.9[16.7 µM],-1.4,-2.5,33.5,-2.2,42.4
COc1ccccc1NC(=O)CSc1nnc(Cc2cccn2C)n1CCc1ccccc1,5.9,-1.9,nt,-12.8,nt,nt,nt
COc1ccccc1CNS(=O)(=O)c1ccc(S(=O)(=O)NC2CC2)cc1,-2.5,nt,0.5,-21.0,9.9,2.3,5.3
Cn1ccnc1C(O)c1cccc(OCc2ccccc2)c1 (centres undefined),4.5,-2.3,1.3,-5.5,6.3,-1.0,4.9
CCCCSCCCNC(=O)c1cn(CC)c2ccc(S(=O)(=O)N3CCOCC3)cc2c1=O,-6.1,3.5,-0.9,-34.2,5.2,-3.9,14.2
Cc1ccc(-c2nnc(CSc3nnc(COc4ccccc4)n3-c3ccccc3)o2)cc1,-3.1,13.4,nt,nt,nt,nt,4.8
Cc1ccc(C2=N/C(=C\c3c(C)nn(-c4ccccc4)c3N3CCCC3)C(=O)O2)cc1,-10.2,4.8,nt,-7.2,nt,nt,-1.2
O=C(C[C@H]1C=C[C@H](NS(=O)(=O)c2ccccc2F)[C@H](CO)O1)NCCCN1CCOCC1,-3.0,nt,1.5,6.1,nt,-3.0,nt
O=Cc1ccc(Oc2nc(Cl)ncc2F)cc1,1.7,-2.3,-0.5,19.3,5.2,2.0,9.6
Cc1ccc(/C(N)=N/OC(=O)COc2ccc(Cl)c(C)c2)cc1,-1.2,-1.6,nt,-3.5,-27.4,-2.7,-6.3
CN(C)C(=O)c1cccc(-c2ccc3c(c2)[C@H]2[C@H](CCN2C(=O)Cc2ccccn2)[C@H](CO)N3C)c1,1.6,-4.7[16.7 µM],0.0,-8.0,1.5,-2.6,-13.9
COc1ccc(CN(C)C[C@H]2OCCCC[C@@H](C)Oc3ccc(NS(=O)(=O)c4ccc(F)cc4)cc3C(=O)N([C@H](C)CO)C[C@@H]2C)cc1,2.2,-7.2[16.7 µM],0.5,1.3,-6.5,-1.7,-0.1
C[C@@H]1CN([C@H](C)CO)S(=O)(=O)c2ccc(C#Cc3ccncc3)cc2O[C@H]1CN(C)S(=O)(=O)c1ccc(F)cc1,nt,-5.0[16.7 µM],0.8,-15.2,?,1.3,nt
COc1ccccc1CNC(=O)C(NC(=O)c1ccccc1)C(C)C (centres undefined),8.2,nt,-3.8,9.6,-9.2,nt,27.2
CO[C@@H]1CN(C)C(=O)c2cc(NC(=O)Nc3ccccc3)ccc2OC[C@H](C)N(C(=O)CN(C)C)C[C@@H]1C,10.7,5.6[16.7 µM],1.9,3.7,-1.4,-0.7,nt
C[C@@H]1CN([C@@H](C)CO)C(=O)c2cc(NS(=O)(=O)c3ccccc3)ccc2O[C@H]1CN(C)S(=O)(=O)c1ccc(F)cc1,nt,-5.6[16.7 µM],-1.5,-3.8,-1.9,nt,-5.6
CCCC(=O)N1C[C@@H]2[C@H](c3ccccc31)[C@H](CO)N2C(=O)Nc1ccc(F)cc1,-3.3,42.9[16.7 µM],0.1,3.2,-3.9,-5.4,14.3
CCOC(=O)C1(CCCc2ccccc2)CCN(C(=O)c2cnn(CC)c2)CC1,nt,-0.5,-1.1,-32.4,-8.1,7.2,8.2
c1ccc(-n2nnc(-c3cccnc3)n2)cc1,-9.1,-0.9,0.0,nt,-107.2,nt,-135.0
O=C(COC(=O)CSc1ccc([N+](=O)[O-])cc1)NCc1ccco1,-0.3,nt,0.7,-13.9,0.7,-4.8,-8.5
CC(C)NC(=O)N(C)C[C@H]1OCCCC[C@@H](C)Oc2ccc(NC(=O)CCC(F)(F)F)cc2C(=O)N([C@@H](C)CO)C[C@H]1C,-15.7,4.0[16.7 µM],-2.3,18.6,nt,-0.7,11.0
O=C1[C@@H]2Cc3c([nH]c4ccccc34)C(c3cccc([N+](=O)[O-])c3)N2C(=O)CN1C1CCN(Cc2ccccc2)CC1 (some centres undefined),-6.3,-4.5,2.8,9.9,15.9,-0.2,?
CCOc1ccc(NC(=O)CN(C)C(=O)c2ccc(N3CCOCC3)c([N+](=O)[O-])c2)cc1OCC,-8.8,-6.1,-2.2,2.8,1.4,2.3,-5.3
C[C@@H]1CN([C@H](C)CO)C(=O)c2cc(NC(=O)Nc3ccc(F)cc3)ccc2O[C@@H]1CN(C)C(=O)Nc1ccc(C(F)(F)F)cc1,nt,-3.8[16.7 µM],1.3,-0.7,-8.3,nt,nt
CC(=O)NC12CC3CC(C1)CC(C(=O)Nc1cccc(S(=O)(=O)N4CCCCCC4)c1)(C3)C2,7.2,-9.5,-1.1,-41.5,14.5,1.3,8.4
O=C(O)c1c(C(=O)O)c(-c2ccc(Br)cc2)n2c1CSC2,0.1,0.4,-0.7,16.8,-59.9,-3.2,0.2
CC(=O)C1=C(C)N(Cc2ccc(Cl)cc2)C(=S)NC1c1ccc(F)cc1 (centres undefined),-9.8,nt,1.2,-42.1,-2.6,-4.3,8.9
COC(=O)c1cc(-c2ccc(S(=O)(=O)N3CCCC(C)C3)cc2)c(C(F)(F)F)s1 (centres undefined),-11.5,nt,0.5,12.8,0.8,-4.9,2.5
CO[C@@H]1CN(C)C(=O)c2ccc(NC(=O)Cc3ccccc3)cc2OC[C@@H](C)N(C)C[C@@H]1C,-3.4,nt,-0.8,-0.2,4.2,-5.5,-3.2
CCCCc1c(-c2ccccc2OC)ncn1Cc1ccc(Cl)cc1Cl,8.0,nt,-1.7,nt,20.5,-5.8,11.2
Cn1nc(C(=O)OCC(=O)Nc2ccccc2[N+](=O)[O-])c2ccccc2c1=O,-11.8,nt,-2.1,15.3,10.3,-1.0,5.8
CC[N+]1=CN(c2ccccc2)C(C)=CC1(C)C,4.1,-4.3,-2.0,15.5,-3.1,1.1,30.5
O=C(CCCN1C(=O)/C(=C/c2ccco2)SC1=S)Nc1ccccc1,0.5,-3.6,nt,-21.1,nt,nt,10.1
CC(=O)Nc1ccc(S(=O)(=O)NN=CCCc2ccccc2)cc1,-4.6,nt,0.1,-10.2,4.1,6.8,7.3
COCC(=O)Nc1ccc2c(c1)C(=O)N(C)[C@H]1CC[C@@H](CC(=O)O)O[C@@H]1CO2,-2.4,4.2[16.7 µM],0.6,14.8,4.7,0.0,0.3
Cc1ccc(C)c(N(C(=O)c2nsc(Cl)c2Cl)C(C(=O)NC2CCCC2)c2ccc(O)cc2)c1 (centres undefined),3.3,1.6,nt,-36.3,nt,nt,nt
COc1ccc(CN2CCN(Cc3cccc(F)c3)CC2)cc1OC,-3.8,nt,1.9,11.2,-3.3,?,-16.3
O=C(c1ccc(F)cc1)N1CCCC(C(=O)N2CCc3ccccc3C2)C1 (centres undefined),-0.5,-3.9,-21.7,21.7,4.1,3.3,14.2
COCCCNC(=S)NNC(=O)c1csc2ccccc12,-3.4,-2.9,-1.6,-3.8,-7.3,-5.5,-9.2
Cc1cc(=O)c2c(=O)[nH][nH]c2[nH]1,0.9,-0.5,3.8,-3.8,0.5,-1.1,-31.9
CCCNC(=O)N(C)C[C@H]1Oc2ncc(-c3ccccc3F)cc2C(=O)N([C@@H](C)CO)C[C@@H]1C,4.3,3.8[16.7 µM],-1.3,-4.4,2.7,-7.9,-30.1
CCOC(=O)c1cc(N2CCCCC2)nc2ccccc12,nt,-0.6,-5.4,nt,-6.7,0.2,5.1

# Copied from the list:
# Result of COCCCNC(=S)NNC(=O)c1csc2ccccc12 under CFTR F508del cor: -1.6
# Result of COc1ccc(CN2CCN(Cc3cccc(F)c3)CC2)cc1OC under CFTR F508del cor: 1.9

# Two entries from above, as tab-separated lines.
Molecule	FN deposition inh	miR122 inh	CFTR F508del cor	GSIS activator	EWS-Fli block	DENV2 CPE rescue	PAX8 inh HTS
O=C(c1ccc(F)cc1)N1CCCC(C(=O)N2CCc3ccccc3C2)C1 (centres undefined)	-0.5	-3.9	-21.7	21.7	4.1	3.3	14.2
COCCCNC(=S)NNC(=O)c1csc2ccccc12	-3.4	-2.9	-1.6	-3.8	-7.3	-5.5	-9.2

# Next entries
SMILES,FN deposition inh,miR122 inh,CFTR F508del cor,GSIS activator,EWS-Fli block,DENV2 CPE rescue,PAX8 inh HTS
CCN(CC)C(=O)c1sc(NC(=O)c2ccc3c(c2)OCO3)c(C#N)c1C,-7.7,6.4,nt,nt,nt,nt,-1.7
CCNC(=S)Nc1nc2c(cc1C(=O)OCC)CCCC2,-4.3,-1.5,4.6,6.5,-6.0,5.6,14.8
O=C(O)c1ccccc1-c1nc2ccccc2c(=O)[nH]1,2.9,-2.5,nt,22.9,nt,nt,11.7
CCCCCCCCC(=O)N/N=C/c1cccc(Br)c1,nt,-0.9,0.5,7.1,-3.7,9.5,nt
COc1cc(C2(c3ccc(O)c(OC)c3)C(=O)Nc3c(C)cc(Br)cc32)ccc1O,4.9,-7.6,0.5,-11.1,14.6,-5.4,12.3
COc1ccc(CNCCNC(=O)c2ccco2)c(OC)c1OC,2.4,-10.4,nt,nt,nt,nt,14.2
COc1ccc(S(=O)(=O)N(C)C[C@@H]2Oc3ncc(C#CC4(O)CCCC4)cc3C(=O)N([C@@H](C)CO)C[C@H]2C)cc1,nt,4.6[16.7 µM],-2.0,-7.3,-5.3,-3.9,15.5
C[C@@H]1CN([C@H](C)CO)C(=O)c2cc(NC(=O)CCN3CCOCC3)ccc2O[C@H]1CN(C)S(=O)(=O)c1ccc(F)cc1,nt,-5.4[16.7 µM],-0.9,2.6,-9.8,0.8,-0.6
CCCNC(=S)NC1CC2CCCC(C1)N2Cc1ccc(F)cc1 (centres undefined),2.6,0.8,1.3,nt,-7.7,-8.3,-30.0
CCC(C)c1ccc(N(CC(=O)NC(C)(C)C)C(=O)CNC(=O)c2cccs2)cc1 (centres undefined),2.9,-5.9,0.9,-21.2,-30.6,-4.4,3.7
CC(C)[C@H](NS(=O)(=O)c1cccc(Cl)c1)C(=O)OCC(=O)N1CCN(c2ccccc2)CC1,9.7,-4.5,nt,nt,6.2,-2.1,14.1
CN1C=Nc2c(ncn2C2CCC(CO)O2)C1O (centres undefined),7.9,nt,-2.3,18.6,7.9,-11.4,15.0
C[C@H]1CN([C@@H](C)CO)C(=O)Cc2cc(NC(=O)Nc3ccc4c(c3)OCO4)ccc2O[C@H]1CN(C)Cc1ccc(C(=O)O)cc1,nt,-3.8[16.7 µM],-0.4,9.9,1.6,78.3*,2.4
